FAS TE block: blocks the thioesterase domain of human fatty acid synthase. recombinant FAS-TE, OMFH fluorogenic substrate, fluorescence endpoint. inhibition, % at 15 µM. 0.67% of 360,000 active;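 active means compounds whose normalised, plate-corrected inhibition of enzyme fluorescence in the single-dose primary screen is 50% or more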;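 further: 0% = DMSO with enzyme and 100% = substrate without enzyme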
Rin1-Abl PPI inh: inhibitors of human Rin1-Abl protein interaction. P00519+Q13671. TR-FRET Rin1/Abl binding, biochemical. inhibition, % at 7.35 µM. AID 588664. 0.4% of 360,000 active; in the data active means inhibition above about 5%, passing the limit was not always enough
PABP1 MLLE inh: blocks PAM2 peptide binding to the PABP1 MLLE domain; P11940; 0.36% of 360,000 active; GST-MLLE / FITC-PAM2 fluorescence polarization; inhibition, % at 20 µM; in the data active means inhibition above about 35%, passing the limit was not always enough;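 further: plate controls were DMSO wells with GST-MLLE for no effect and wells lacking GST-MLLE protein for full effect; some results filed as inactive read as strong as hits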
Target sequence (P11940 whole entry, looked up, the tested form may be a part): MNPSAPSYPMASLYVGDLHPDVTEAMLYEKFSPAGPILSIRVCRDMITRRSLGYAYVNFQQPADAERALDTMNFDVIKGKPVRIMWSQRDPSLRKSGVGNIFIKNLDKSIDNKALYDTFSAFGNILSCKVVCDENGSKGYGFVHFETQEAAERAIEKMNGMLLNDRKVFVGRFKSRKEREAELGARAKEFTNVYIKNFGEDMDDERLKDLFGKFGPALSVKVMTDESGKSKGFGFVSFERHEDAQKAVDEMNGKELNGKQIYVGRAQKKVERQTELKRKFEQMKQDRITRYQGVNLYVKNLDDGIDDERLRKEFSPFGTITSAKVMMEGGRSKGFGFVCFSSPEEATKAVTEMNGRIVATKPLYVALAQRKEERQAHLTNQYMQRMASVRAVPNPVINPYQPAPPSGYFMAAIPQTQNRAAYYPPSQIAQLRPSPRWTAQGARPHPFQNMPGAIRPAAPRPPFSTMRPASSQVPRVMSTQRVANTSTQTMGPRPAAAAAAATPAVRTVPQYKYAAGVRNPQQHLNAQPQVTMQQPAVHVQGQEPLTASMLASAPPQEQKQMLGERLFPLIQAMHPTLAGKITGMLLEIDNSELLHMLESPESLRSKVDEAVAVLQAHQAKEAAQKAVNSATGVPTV
Neddylation inh: blocks human cullin neddylation; P61081+Q13564; TR-FRET cullin neddylation, biochemical; calls only at 25 µM; 0.58% of 360,000 active; in the data active means inhibition above about 36%
E coli Lon inh: inhibitors of E. coli Lon protease. P0A9M0. purified E. coli Lon protease, fluorescence polarization. inhibition, % at 7.94 µM. 0.42% of 360,000 active; in the data active means inhibition above about 13%, passing the limit was not always enough;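 further: 0% = enzyme with probe and DMSO and 100% = no enzyme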
SKN-1 block: C. elegans SKN-1 inhibition; C. elegans VP596 Pgst-4::GFP/RFP ratio, acrylamide-induced, 24 h; inhibition, % at 21.8 µM; 0.49% of 360,000 active; AID 624304;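 active means interference check ratio from 0.5 to 1.5 plus GFP to RFP signal ratio inhibition reaching or exceeding a fixed threshold, cut at about 30% in these data, passing the limit was not always enough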; further: some compounds called inactive have numbers as strong as hits
NRP1-CendR mod: NRP-1/CendR interaction modulation; FAM-RPARPAR peptide binding to NRP-1, fluorescence polarization; inhibition, % at 25 µM; 0.85% of 360,000 active; AID 602438;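 active means inhibition or corrected inhibition above about 18%, plus a signal ratio from 0.5 to 1.5, limit read from the data, passing the limit was not always enough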; further: strong numbers were not always called active
MsrA act: bovine methionine sulfoxide reductase A activation; purified bovine MsrA, absorbance read-out; activation, % at 10.6 µM; 0.3% of 360,000 active; in the data active means activation above about 7.5%;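 further: 0% = vehicle and 100% = reference activator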
MT1-MMP act inh: inhibitors of human MT1-MMP activation; P50281; HT1080 RFP-PRO-GFP cells, GFP/RFP ratio fluorescence, overnight; percent of plate control window, DMSO zero; GFP/RFP ratio change, % at 20 µM; 0.061% of 360,000 active;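 active means GFP/RFP ratio change of at least 30% with cell ATP level not reduced by more than half and red fluorescence within 50% of control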; further: strong numbers were not always called active
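Assay system: HT1080 RFP-PRO-GFP cells. Benchmarks: DMSO vehicle wells and RFP-L50D-GFP reporter cell wells. Times: overnight cell settling, then overnight compound exposure, 37 °C, 5% CO2. Compound: 20 µM single dose, 1% DMSO. Read-out basis: GFP/RFP fluorescence ratio.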
Numbers without * were called inactive; i = inactive; x = not tested or not shown; + = active, no number.

#1 Cc1cc(NC(=O)CSCC(=O)N(C)Cc2ccc(Cl)cc2Cl)no1
#2 Cc1ccc(CN(Cc2ccco2)C(=S)NCC(=O)NC2CC2)cc1
#3 CCOC(=O)C1CCCN(C(=O)c2ccc(C)c(F)c2)CC1 (configuration not stated)
#4 O=C1CN(C(=O)NCC(=O)N[C@@H](Cc2ccccc2)C(=O)O)c2ccccc2N1
#5 CC(=O)c1ccc(NC(=O)CN2C(=O)NC(C)(C3CCCCC3)C2=O)cc1 (configuration not stated)
compound no.	1	2	3	4	5
FAS TE block	2	-2	-9	-5	0
Rin1-Abl PPI inh	3	3	2	-1	0
PABP1 MLLE inh	13	-115	-2	7	11
Neddylation inh	i	i	i	i	i
E coli Lon inh	2	-10	3	3	-8
SKN-1 block	18	-6	14	3	2
NRP1-CendR mod	-6	-15	-13	10	10
MsrA act	-1	-2	-1	-8	1
MT1-MMP act inh	1	3	6	-2	1

#6 O=C(COC(=O)CNC(=O)c1ccc(Br)o1)Nc1ccc2c(c1)OCCO2
#7 COc1ccc(OC)c(N(CCN2C(=O)c3ccccc3C2=O)C(=O)C2CCC(=O)C2C)c1 (configuration not stated)
#8 CC(=O)Nc1ccc(C=CC=Cc2cccc([N+](=O)[O-])c2)cc1
#9 CCOc1ncccc1C(=O)Nc1cc(S(=O)(=O)N(CC)CC)ccc1N1CCOCC1
#10 Cc1cccc(C)c1-n1c(C)nn(Cc2ccc([N+](=O)[O-])cc2)c1=O
compound no.	6	7	8	9	10
FAS TE block	-1	-4	17	8	11
Rin1-Abl PPI inh	3	0	-1	-1	-1
PABP1 MLLE inh	-12	1	23	25	-11
Neddylation inh	i	i	i	i	i
E coli Lon inh	4	-3	3	10	-6
SKN-1 block	0	-3	14	2	0
NRP1-CendR mod	1	-5	-10	-3	2
MsrA act	4	0	-1	-11	1
MT1-MMP act inh	6	-4	4	x	2

#11 COCCn1c(SCC(=O)c2ccc(CNC(C)=O)o2)nc2ccccc2c1=O
#12 CCOC(=O)c1c(C)oc2c(F)c(F)c(F)c(F)c2c1=O
#13 CCOC(=O)C1=C(C(F)(F)F)Nc2ncnn2C1c1ccc(OC)c(OC)c1OC (configuration not stated)
#14 O=C(NC(Cc1c[nH]c2ccccc12)C(=O)N/N=C/c1cccnc1)c1cccs1 (configuration not stated)
#15 Cc1ccc(C2C(C#N)=C3N=C(N)c4ccccc4N3C3=C2C(=O)CCC3)cc1 (configuration not stated)
compound no.	11	12	13	14	15
FAS TE block	-8	6	-5	6	5
Rin1-Abl PPI inh	6	-1	-4	3	-1
PABP1 MLLE inh	-48	-12	1	-7	1
Neddylation inh	i	i	i	i	i
E coli Lon inh	2	-1	7	-4	-4
SKN-1 block	4	-4	8	5	-4
NRP1-CendR mod	1	-6	2	4	-1
MsrA act	-5	-8	-3	-4	-9
MT1-MMP act inh	-1	0	-4	-6	4

#16 COc1cccc(NC(=O)CC(=O)c2ccc([N+](=O)[O-])cc2)c1
#17 COc1ccccc1OCc1nc2ccccc2n1C
#18 CCn1c(SCc2nc3ccccc3c(=O)[nH]2)nnc1C(C)NC(=O)c1ccccc1 (configuration not stated)
#19 CN(c1ccccc1)S(=O)(=O)c1cccc(NC(=O)Cn2cnc3ccccc3c2=O)c1
#20 CN1CCN(C(=O)c2cc3nc(-c4ccc(F)cc4)cc(C(F)(F)F)n3n2)CC1
compound no.	16	17	18	19	20
FAS TE block	41	-3	-6	10	-6
Rin1-Abl PPI inh	3	2	-1	-4	0
PABP1 MLLE inh	13	4	-14	-15	-5
Neddylation inh	i	i	i	i	i
E coli Lon inh	10	3	-17	-1	-12
SKN-1 block	-17	17	5	21	11
NRP1-CendR mod	15	-8	9	2	22
MsrA act	-4	1	-2	-1	0
MT1-MMP act inh	-1	3	12	-3	-15

#21 Cc1ccc(S(=O)(=O)N2CCN=C2c2ccccc2)cc1C
#22 O=C(Nc1ccncc1)c1ccc([N+](=O)[O-])cc1Cl
#23 Cc1nn(C)c(C(=O)NNC(=O)Nc2cccc(C(F)(F)F)c2)c1Cl
#24 CCOc1ccc(C(=O)Nc2cc(OC)ccc2OC)cc1
#25 CC(C)CC(=O)NC(C)C(c1cccs1)N1CCOCC1 (configuration not stated)
compound no.	21	22	23	24	25
FAS TE block	-4	-3	2	3	-3
Rin1-Abl PPI inh	1	3	-1	1	-1
PABP1 MLLE inh	-4	19	-19	-3	13
Neddylation inh	i	i	i	i	i
E coli Lon inh	-9	-1	14	-3	6
SKN-1 block	-13	17	-1	-1	3
NRP1-CendR mod	13	0	7	13	-12
MsrA act	-5	3	-1	-7	-5
MT1-MMP act inh	-5	-4	0	1	-1

#26 COc1cc(NC(=O)C2CCN(c3cnccn3)CC2)cc(OC)c1
#27 CCCCN1C(=O)C(=O)NC[C@@H]1Cc1ccc(O)cc1
#28 O=C(Cc1ccc(Cl)cc1Cl)NCC1(N2CCOCC2)CCCCC1
#29 Cc1ccc(NC(=S)N2CCN(C(=O)C3CCCO3)CC2)c(C)c1 (configuration not stated)
#30 CC(C)Cn1cc(-c2cccc3nccn23)cn1
compound no.	26	27	28	29	30
FAS TE block	-7	-6	-4	-8	-7
Rin1-Abl PPI inh	-3	x	0	2	1
PABP1 MLLE inh	-14	x	2	-12	-8
Neddylation inh	i	i	i	i	x
E coli Lon inh	-8	8	2	-5	0
SKN-1 block	1	-8	12	4	7
NRP1-CendR mod	14	2	-3	-12	-8
MsrA act	-2	-7	-2	-3	-2
MT1-MMP act inh	1	8	-3	-11	-4

#31 CCOc1ccc(C(=O)C2CCN(C(=O)c3ccccc3C(=O)O)CC2)cc1
#32 CC1CCN(C(=O)C(=O)c2cn(CC(=O)N3CCCCCC3)c3ccccc23)CC1
#33 COc1ccc(Nc2nc(-c3cccnc3)cs2)c(OC)c1
#34 CC(=O)/C(N=Nc1cc2c(cc1[N+](=O)[O-])OCCO2)=C(\C)O
#35 N#Cc1ccc(OCC(=O)N2CCN(S(=O)(=O)c3cccc(Cl)c3)CC2)cc1
compound no.	31	32	33	34	35
FAS TE block	-5	-4	1	-2	-3
Rin1-Abl PPI inh	-2	-2	-1	-6	2
PABP1 MLLE inh	-4	0	6	-6	-8
Neddylation inh	i	i	i	i	i
E coli Lon inh	3	5	-15	-12	1
SKN-1 block	-4	16	7	-2	-3
NRP1-CendR mod	-6	-12	8	-10	2
MsrA act	-1	-2	0	-4	-9
MT1-MMP act inh	-1	-5	-4	0	-1

#36 O=S1(=O)CSCS(=O)(=O)C1
#37 CCC(Sc1nncn1C)C(=O)Nc1nnc(-c2ccc(Cl)cc2)s1 (configuration not stated)
#38 Cc1ccc2cc(C(c3nnnn3C3CCCC3)N(Cc3ccco3)Cc3cccs3)c(=O)[nH]c2c1 (configuration not stated)
#39 CCN(CC)S(=O)(=O)c1ccc(Cl)c(NC(C)=O)c1
#40 CC(=O)Nc1ccc(NC(=O)CCc2nc3ccccc3c(=O)[nH]2)cc1
compound no.	36	37	38	39	40
FAS TE block	-11	-4	16	-5	-8
Rin1-Abl PPI inh	-2	0	-1	0	3
PABP1 MLLE inh	27	-16	5	-11	-21
Neddylation inh	i	i	i	i	i
E coli Lon inh	-1	-11	-7	-9	-3
SKN-1 block	11	11	16	7	-3
NRP1-CendR mod	10	3	-15	-13	4
MsrA act	-2	-2	-5	-3	-5
MT1-MMP act inh	1	1	-19	1	2

#41 Cc1ccc(NC(=O)c2ccc(OC(F)(F)F)cc2)cc1S(=O)(=O)N(C)C
#42 COc1ccc(C2CC(=O)Oc3ccc(OC)cc32)cc1 (configuration not stated)
#43 Cc1nc2ccc(C(=O)O)cc2[nH]1
#44 CC(=O)Nc1ccc(S(=O)(=O)NC2=NCN(C)CN2)cc1
#45 O=C(CNC(=O)C(c1ccccc1)c1ccccc1)N/N=C\c1ccc(C(=O)O)cc1
compound no.	41	42	43	44	45
FAS TE block	15	0	-6	2	-4
Rin1-Abl PPI inh	1	-3	-2	-2	4
PABP1 MLLE inh	3	11	-4	4	-3
Neddylation inh	i	i	i	i	i
E coli Lon inh	10	-4	11	4	-10
SKN-1 block	1	3	4	13	14
NRP1-CendR mod	-6	-14	25*	10	-5
MsrA act	-8	-3	-1	-3	-4
MT1-MMP act inh	-3	1	2	2	1

#46 Cc1ccc2c(CC(=O)Nc3cccc(S(=O)(=O)N4CCOCC4)c3)coc2c1
#47 Oc1cccc(Nc2ncnc3c2oc2ccccc23)c1
#48 Cc1ccc(S(=O)(=O)NCCC(=O)OCC(=O)N2CCCC2=O)cc1
#49 CC(C)CNC(=O)C1(C)CCCCCN1Cc1ccccc1-c1ccccc1 (configuration not stated)
#50 COc1ccc(CN2CC(C(=O)NCCc3ccccc3)CC2=O)cc1 (configuration not stated)
#51 COc1ccc(/C=C/C(=O)NNC(=O)c2ccncc2)c(OC)c1
#52 NC(=O)NOCc1ccc(F)cc1Cl
compound no.	46	47	48	49	50	51	52
FAS TE block	18	-4	-4	20	-7	-7	-5
Rin1-Abl PPI inh	3	-1	2	1	-3	2	2
PABP1 MLLE inh	-2	0	-12	14	-4	5	-11
Neddylation inh	i	+	i	i	i	i	i
E coli Lon inh	-5	0	-8	8	-2	4	-4
SKN-1 block	6	16	3	5	1	-4	-2
NRP1-CendR mod	-4	1	7	8	-8	-6	5
MsrA act	-3	-4	0	-1	0	-5	-4
MT1-MMP act inh	4	-4	0	-9	-6	5	1

Molecules from the list above containing a halogen, in the order listed:
#1 Cc1cc(NC(=O)CSCC(=O)N(C)Cc2ccc(Cl)cc2Cl)no1
#3 CCOC(=O)C1CCCN(C(=O)c2ccc(C)c(F)c2)CC1 (configuration not stated)
#6 O=C(COC(=O)CNC(=O)c1ccc(Br)o1)Nc1ccc2c(c1)OCCO2
#12 CCOC(=O)c1c(C)oc2c(F)c(F)c(F)c(F)c2c1=O
#13 CCOC(=O)C1=C(C(F)(F)F)Nc2ncnn2C1c1ccc(OC)c(OC)c1OC (configuration not stated)
#20 CN1CCN(C(=O)c2cc3nc(-c4ccc(F)cc4)cc(C(F)(F)F)n3n2)CC1
#22 O=C(Nc1ccncc1)c1ccc([N+](=O)[O-])cc1Cl
compound no.	1	3	6	12	13	20	22
FAS TE block	2	-9	-1	6	-5	-6	-3
Rin1-Abl PPI inh	3	2	3	-1	-4	0	3
PABP1 MLLE inh	13	-2	-12	-12	1	-5	19
Neddylation inh	i	i	i	i	i	i	i
E coli Lon inh	2	3	4	-1	7	-12	-1
SKN-1 block	18	14	0	-4	8	11	17
NRP1-CendR mod	-6	-13	1	-6	2	22	0
MsrA act	-1	-1	4	-8	-3	0	3
MT1-MMP act inh	1	6	6	0	-4	-15	-4

#23 Cc1nn(C)c(C(=O)NNC(=O)Nc2cccc(C(F)(F)F)c2)c1Cl
#28 O=C(Cc1ccc(Cl)cc1Cl)NCC1(N2CCOCC2)CCCCC1
#35 N#Cc1ccc(OCC(=O)N2CCN(S(=O)(=O)c3cccc(Cl)c3)CC2)cc1
#37 CCC(Sc1nncn1C)C(=O)Nc1nnc(-c2ccc(Cl)cc2)s1 (configuration not stated)
#39 CCN(CC)S(=O)(=O)c1ccc(Cl)c(NC(C)=O)c1
#41 Cc1ccc(NC(=O)c2ccc(OC(F)(F)F)cc2)cc1S(=O)(=O)N(C)C
#52 NC(=O)NOCc1ccc(F)cc1Cl
compound no.	23	28	35	37	39	41	52
FAS TE block	2	-4	-3	-4	-5	15	-5
Rin1-Abl PPI inh	-1	0	2	0	0	1	2
PABP1 MLLE inh	-19	2	-8	-16	-11	3	-11
Neddylation inh	i	i	i	i	i	i	i
E coli Lon inh	14	2	1	-11	-9	10	-4
SKN-1 block	-1	12	-3	11	7	1	-2
NRP1-CendR mod	7	-3	2	3	-13	-6	5
MsrA act	-1	-2	-9	-2	-3	-8	-4
MT1-MMP act inh	0	-3	-1	1	1	-3	1
